Screening results: PubChem, National Center for Advancing Translational Sciences (NCATS)
TGFb inhibitor – blocks TGF-b signaling; HepG2 CAGA-GFP TGF-b/SMAD3 reporter, GFP fluorescence, 18 h; TGF-beta stimulated, 500 pg/mL final; Potency, µM (titrated, usually from 46.1 µM), inactives show at the top dose activity, negative = inhibition, actives largely listed as inhibitors; 1.2% of 410,000 active; AID 588855; also: % is scaled to controls: 0 for no effect and ±100 for the full control effect; nearly all actives have a fitted effect of over 65% in size
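HEPG2 CAGA-GFP cells (1000/well, DMEM with 1% FBS) were pre-incubated 2 h at 37 degrees C, given compound by pin tool, then stimulated with TGF-beta at 500 pg/mL final for 18 h before per-cell GFP fluorescence imaging.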
EPAC2 antagonist – blocks human EPAC2 exchange factor; Q8WZA2; EPAC2 GEF exchange of Rap1B-BODIPY-GDP, fluorescence; Potency, µM (doses to about 114 µM), without a hit: top-dose activity, negative = inhibition, usual class: inhibitors; 0.18% of 360,000 active; AID 720708; also: % is scaled to controls: 0 for no effect and ±100 for the full control effect; nearly all actives have a fitted effect of over 45% in size; many of its hits are not listed in these tables
Target sequence (Q8WZA2 whole entry, looked up): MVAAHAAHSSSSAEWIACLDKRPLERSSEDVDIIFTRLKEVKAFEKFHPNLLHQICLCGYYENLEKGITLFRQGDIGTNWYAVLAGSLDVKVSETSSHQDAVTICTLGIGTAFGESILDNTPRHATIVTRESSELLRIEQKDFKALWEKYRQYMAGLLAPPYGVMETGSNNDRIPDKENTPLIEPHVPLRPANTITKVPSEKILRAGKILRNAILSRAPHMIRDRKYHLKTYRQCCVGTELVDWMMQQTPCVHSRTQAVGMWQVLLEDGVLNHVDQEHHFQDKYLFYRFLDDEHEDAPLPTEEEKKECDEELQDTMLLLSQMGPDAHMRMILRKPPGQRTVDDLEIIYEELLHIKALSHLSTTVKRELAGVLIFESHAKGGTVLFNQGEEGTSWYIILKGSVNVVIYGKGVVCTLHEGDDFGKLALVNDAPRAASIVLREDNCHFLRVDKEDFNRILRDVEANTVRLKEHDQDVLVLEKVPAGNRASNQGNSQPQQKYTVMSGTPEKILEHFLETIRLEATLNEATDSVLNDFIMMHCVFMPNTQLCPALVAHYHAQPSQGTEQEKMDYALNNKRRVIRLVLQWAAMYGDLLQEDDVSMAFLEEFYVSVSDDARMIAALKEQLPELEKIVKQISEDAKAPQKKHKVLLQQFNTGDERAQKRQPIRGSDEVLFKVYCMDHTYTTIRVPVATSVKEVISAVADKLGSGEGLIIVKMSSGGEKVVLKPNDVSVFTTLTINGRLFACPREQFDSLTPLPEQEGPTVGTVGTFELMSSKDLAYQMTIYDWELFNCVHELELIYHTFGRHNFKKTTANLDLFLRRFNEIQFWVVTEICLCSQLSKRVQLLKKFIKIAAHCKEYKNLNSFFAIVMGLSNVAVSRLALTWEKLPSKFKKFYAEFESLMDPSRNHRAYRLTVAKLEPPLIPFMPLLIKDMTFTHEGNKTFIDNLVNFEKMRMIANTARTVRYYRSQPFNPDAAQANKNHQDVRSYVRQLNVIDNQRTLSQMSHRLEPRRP
MCF10A rerep – inducers of DNA re-replication in MCF 10A breast cells; MCF 10A DNA re-replication, Hoechst nuclear intensity, 48 h; Potency, µM (doses to about 46.1 µM), without a hit: top-dose activity, positive = re-replication, most hits filed as activators; 2.9% of 350,000 active; also: % of control where 0% means no effect; nearly all actives have a fitted effect of over 50% in size
Nrf2 ARE act – Nrf2 pathway activation | 0.31% of 410,000 active | Potency, µM (titrated, usually from 46.1 µM), inactives show at the highest dose activation, usual class: activators | AID 624171 | AREc32 ARE-luciferase reporter (MCF7-derived line), luminescence, 24 h; also: % of control where 0% means no effect; nearly all actives have a fitted effect of over 65% in size
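AREc32 cells carrying an ARE-driven firefly luciferase, 1000 cells/well in OPTI-MEM with 5% FBS, dosed after overnight attachment and incubated 24 hr at 37 deg C. Steady-Glo luminescence read after 30 min at RT.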
HepG2 viability – kills HepG2 cells in TGF-b inhibitor counter-screen; HepG2 CAGA-GFP viability, ATP luminescence, 18 h; Potency, µM (series often up to 46.1 µM), inactives show top-dose activity change, negative = cytotoxicity, hits mostly cytotoxic; 0.76% of 410,000 active; also: some results filed as inactive show a strong effect at the top dose
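HepG2 CAGA-GFP cells (1000/well, DMEM with 1% FBS) received compound, then TGF-beta at 500 pg/mL final, and were incubated 18 hours at 37 degrees C. Viability was read by CellTiter-Glo luminescence. Media-only wells were set as complete cell-killing and DMSO as no toxicity.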
S2 tox – viability counter-screen for ATXN expression inhibitors; S2 cells (HEK-293 line with an ATXN2-luciferase reporter) viability, CellTiter-Fluor protease fluorescence, 24 h; Potency, µM (top dose mostly 56.7 µM), actives largely listed as cytotoxic; 0.49% of 400,000 active; AID 651635; also: nearly all actives have a fitted effect of over 40% in size
A549 viability – A549 cytotoxicity, counter-screen for Nrf2 inhibitors. 0.16% of 390,000 active. Potency, µM (top dose mostly 46 µM), for inactives: at the top dose activity change, negative = cytotoxicity, hits mostly inhibitors. AID 504648. A549 ARE-Fluc cells, CellTiter-Fluor viability, 18-24 h; also: % is scaled to controls: 0 for no effect and ±100 for the full control effect
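Cytotoxicity counterscreen: CellTiter-Fluor fluorescence was measured in A549 ARE_Fluc cells after 18-24 h of compound exposure in a concentration series. The subsequent BugLite luminescent read reports ARE-luciferase activity.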
ATXN2 expr inh – inhibitors of ATXN2 expression; HEK-293 ATXN2-luciferase reporter, luminescence, 24 h; Potency, µM (top dose mostly 57 µM), for inactives: at the highest dose activity change, negative = inhibition, actives largely listed as inhibitors; 0.72% of 360,000 active; also: % is scaled to controls: 0 for no effect and ±100 for the full control effect; nearly all actives have a fitted effect of over 55% in size
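qHTS (up to 57 uM final) was run with 24 h compound exposure of reporter cells at 37 °C. Each well was multiplexed: SteadyGlo luminescence measured ATXN2-luciferase expression after a fluorogenic Gly-Phe-AFC viability readout (25 uM final).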
Nrf2 block – Nrf2 pathway inhibition | A549 ARE-Fluc reporter, luciferase luminescence, 18-24 h | Potency, µM (doses to about 46 µM), without a hit: at the highest dose activity change, negative = inhibition, actives largely listed as inhibitors | 2.1% of 360,000 active; also: % is scaled to controls: 0 for no effect and ±100 for the full control effect; nearly all actives have a fitted effect of over 60% in size
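A549 ARE_Fluc cells, 5000/well, 5% FBS OPTI-MEM; compounds in dose-response, 18-24 h at 37 °C/5% CO2; CellTiter-Fluor viability read (Ex 405/Em 525), then BugLite luciferase luminescence = Nrf2 activity.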
* marks the source's active call; other numbers are inactive results; i = inactive; ? = inconclusive; . = no result given; [ ] = dose if it differs, or a comment. Calls follow the shape of the dose curve; as a rule, active = well fitted curve in the direction sought with a large enough effect; inconclusive = small, poorly fitted or top-dose-only effect, or another doubt; inactive = no such curve, though single readings can be large; an effect the other way counts as inactive or inconclusive. Potency is read from the fitted curve at half-maximal effect.

No.	Molecule	EPAC2 antagonist	S2 tox	ATXN2 expr inh	Nrf2 ARE act	HepG2 viability
1	COc1ccc(S(=O)(=O)N(CCc2ccccc2)CC(=O)Nc2cc(Cl)ccc2C)cc1	.	i	12.2%	-0.2%	-19.2%
2	CC1CCCC(N2C(=O)NC(NC(=O)c3ccco3)(C(F)(F)F)C2=O)C1C (configuration not stated)	-10.3%	i	-3.5%	-0.1%	-13.8%
3	Cc1sc2ncnc(N3CCC(C(=O)NCC(=O)Nc4ccc(F)c(F)c4)CC3)c2c1C	-5.0%	?	?	0.2%	-27.9%
4	CCCCn1c(N)c(N(CCC(C)C)C(=O)C2=COCCO2)c(=O)[nH]c1=O	3.0%	i	3.3%	-0.2%	-6.0%
5	COc1ccc(-c2noc(C3CCCN(S(=O)(=O)c4cccc(Cl)c4)C3)n2)cc1OC (configuration not stated)	-1.8%	i	-18.5%	-0.3%	-11.9%
6	Cc1cc(C)nc(NS(=O)(=O)c2ccc(NC(=O)CN3C(=O)C4CC=CCC4C3=O)cc2)n1 (configuration not stated)	5.9%	i	-22.0%	-0.3%	-3.7%
7	Cc1cccnc1NC(=O)NC(=O)c1ccc(C(C)(C)C)s1	4.4%	i	56.0%[activator]	0.5%	-21.7%
8	COc1ccc(N(C)C(=O)Cc2c(C(=O)O)[nH]c3ccccc23)cc1	1.8%	i	7.2%	0.6%	36.0%
9	COC(=O)C1=C(C)N(c2cccc(Cl)c2)C(=O)C1	2.8%	i	11.3%	5.7%	-21.6%
10	CCc1c(C)sc(NC(=O)c2cc(CC(C)C)on2)c1C#N	8.5%	i	5.5%	-0.6%	-35.3%
11	CCOc1ccccc1CSc1nc2ccccc2[nH]1	-11.0%	i	11.4%	6.4%	-16.9%
12	Cc1ccc(S(=O)(=O)N(CC(=O)NCc2ccccn2)c2ccc(Cl)cc2)cc1	-0.3%	i	3.2%	-0.7%	-5.3%

No.	TGFb inhibitor	Nrf2 block	MCF10A rerep	A549 viability
1	-26.3%	?	.	-7.0%
2	-12.4%	-33.0%	2.5%	-11.0%
3	?	18.4µM*	?	?
4	-0.4%	2.5%	-1.6%	-3.9%
5	-7.1%	.	?	10.8%
6	-1.7%	-2.7%	-2.7%	-1.0%
7	-7.3%	16.2%	0.3%	-11.6%
8	0.0%	-8.4%	2.0%	3.8%
9	?	?	?	-14.5%
10	6.0%	-18.0%	11.5%	-16.0%
11	-4.1%	-11.0%	-0.5%	2.1%
12	-0.9%	1.8%	-5.3%	-3.5%

Next section:
No.	Molecule	EPAC2 antagonist	S2 tox	ATXN2 expr inh	Nrf2 ARE act	HepG2 viability
13	CC1(c2cccc(Br)c2)NC(=O)N(CC(=O)NCCC2=CCCCC2)C1=O (configuration not stated)	7.2%	i	.	-0.2%	-31.3%
14	CCOCCCNC(=O)c1cnc2sc(N3CCCCC3)nn2c1=O	.	?	-14.5%	-0.5%	-18.5%
15	CCOc1ncccc1C(=O)Nc1cccc(S(=O)(=O)N2CCOCC2)c1	1.1%	i	-8.5%	4.4%	-0.6%
16	CC(=O)Nc1ccc(NC(=O)C(C)OC(=O)c2ccc(N(C)C)cc2)cc1 (configuration not stated)	8.3%	i	-13.0%	-0.4%	-9.9%
17	CCOC(=O)c1cc(C#N)c(N2CCCC2)nc1-c1ccccc1	-8.2%	?	-8.0%	4.5%	-11.4%
18	COc1ccc(-n2c(=O)c3ccccc3n(CC(=O)NCCc3ccc(OC)c(OC)c3)c2=O)cc1	.	i	-4.0%	-0.3%	7.2%
19	COCCCNC(=O)c1csc([C@@H]2C[C@H](O)[C@@H](CO)O2)n1	6.0%	i	14.2%	-0.8%	-5.4%
20	N#C/C(=N/Nc1ccc(S(=O)(=O)N2CCOCC2)cc1)C(N)=O	0.0%	i	-15.0%	0.0%	0.0%
21	O=c1cc(-c2ccc(Cl)cc2)nc(N2CCN(c3ccccc3)CC2)[nH]1	-4.7%	i	?	0.0%	-1.8%
22	CCOC(=O)C1CCCN(Cc2ccc(OCC)cc2)C1 (configuration not stated)	1.9%	i	-5.0%	0.0%	4.4%
23	CCn1c(N)nc2ccccc21	7.6%	?	7.3%	0.5%	-15.4%
24	CN1CCN(CCNC(=O)Nc2ccc(Cl)cc2)CC1	0.3%	i	8.2%	0.7%	-8.0%

No.	TGFb inhibitor	Nrf2 block	MCF10A rerep	A549 viability
13	-21.6%	.	.	.
14	-0.1%	?	.	2.0%
15	-3.5%	-5.0%	2.2%	-0.3%
16	6.1%	?	-8.9%	-7.9%
17	0.0%	.	?	6.1%
18	-16.2%	19.0%	.	-16.3%
19	2.2%	.	.	.
20	-1.2%	21.9%	-46.4%[inhibitor]	-17.6%
21	1.4%	-16.7%	5.0%	-17.1%
22	-6.7%	9.3%	-1.1%	-1.7%
23	0.0%	0.1%	-0.7%	-6.6%
24	-17.1%	1.6%	0.4%	2.5%

At a glance, eight of the compounds above.
No.	Molecule	EPAC2 antagonist	S2 tox	ATXN2 expr inh	Nrf2 ARE act	HepG2 viability
17	CCOC(=O)c1cc(C#N)c(N2CCCC2)nc1-c1ccccc1	-8.2%	?	-8.0%	4.5%	-11.4%
18	COc1ccc(-n2c(=O)c3ccccc3n(CC(=O)NCCc3ccc(OC)c(OC)c3)c2=O)cc1	.	i	-4.0%	-0.3%	7.2%
19	COCCCNC(=O)c1csc([C@@H]2C[C@H](O)[C@@H](CO)O2)n1	6.0%	i	14.2%	-0.8%	-5.4%
20	N#C/C(=N/Nc1ccc(S(=O)(=O)N2CCOCC2)cc1)C(N)=O	0.0%	i	-15.0%	0.0%	0.0%
21	O=c1cc(-c2ccc(Cl)cc2)nc(N2CCN(c3ccccc3)CC2)[nH]1	-4.7%	i	?	0.0%	-1.8%
22	CCOC(=O)C1CCCN(Cc2ccc(OCC)cc2)C1 (configuration not stated)	1.9%	i	-5.0%	0.0%	4.4%
23	CCn1c(N)nc2ccccc21	7.6%	?	7.3%	0.5%	-15.4%
24	CN1CCN(CCNC(=O)Nc2ccc(Cl)cc2)CC1	0.3%	i	8.2%	0.7%	-8.0%

No.	TGFb inhibitor	Nrf2 block	MCF10A rerep	A549 viability
17	0.0%	.	?	6.1%
18	-16.2%	19.0%	.	-16.3%
19	2.2%	.	.	.
20	-1.2%	21.9%	-46.4%[inhibitor]	-17.6%
21	1.4%	-16.7%	5.0%	-17.1%
22	-6.7%	9.3%	-1.1%	-1.7%
23	0.0%	0.1%	-0.7%	-6.6%
24	-17.1%	1.6%	0.4%	2.5%

Only part of the results is shown; count on the stated rates, not on these rows.
